High-throughput results from PubChem.
HGIII-sPLA2 inh: Inhibits HGIII-sPLA2 liposome hydrolysis, primary screen. inhibition, % at 12.2 µM. 370,000 tested, 0.56% active. AID 743126. QFRET BODIPY PC-A2 liposome hydrolysis, fluorescence. Q9NZ20;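 active means inhibition above mean plus 3 SD of compounds lying within the high and low control bounds, cut at about 19% in these data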;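 further: 0% = median of test compound wells and 100% = no enzyme DMSO wells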
hcDAF-12 act: activates DAF-12 receptor from parasite H. contortus | 370,000 tested, 1.4% active | activation, % at 6.8 µM | AID 652067 | HEK293 hcDAF-12 lit1-tk-luc reporter, luminescence; 0% DMSO, 100% Δ7-dafachronic acid;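 active means activation above the mean of all tested compounds plus 3 SD, cut at about 5.5% in these data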;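 further: 100% = response to 3 µM Δ7-dafachronic acid high control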
ssDAF12 agonist: activators of S. stercoralis DAF-12 nuclear receptor. HEK293 ssDAF-12/GRIP1 lit1-tk-luc reporter, luminescence; % of 3 µM dafachronic acid response. activation, % at 6.8 µM. AID 652126. 370,000 tested, 1% active;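 active means activation above the mean over all tested compounds plus 3 SD, cut at about 0.9% in these data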;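 further: 0% = DMSO-only wells and 100% = 3 µM delta7-dafachronic acid wells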
hgDAF-12 ag: hgDAF-12 agonism, primary luciferase screen; activation, % at 6.8 µM; AID 687014; HEK293 GAL4-hgDAF12 UAS-luciferase reporter, agonist luminescence; normalized to butyrate control; 370,000 tested, 1.8% active;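 active means activation above a cutoff set at the mean of all screened compounds plus 3 SD, cut at about 10% in these data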;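 further: 0% = DMSO wells and 100% = sodium butyrate wells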
DAX1 inh-1: inhibits human nuclear receptor DAX1; HEK293 Gal4-DAX1 luciferase reporter, luminescence; AID 504766; inhibition, % at 6.75 µM; 340,000 tested, 0.99% active; P51843;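 active means inhibition above the mean over all tested compounds plus 3 SD, cut at about 4.2% in these data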;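 further: 0% = DAX1-transfected cells with DMSO and 100% = empty-vector control cells with DMSO; inhibition shows as a rise in luminescence from relieved DAX1 repression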
Target sequence (P51843 207-470 limits assumed): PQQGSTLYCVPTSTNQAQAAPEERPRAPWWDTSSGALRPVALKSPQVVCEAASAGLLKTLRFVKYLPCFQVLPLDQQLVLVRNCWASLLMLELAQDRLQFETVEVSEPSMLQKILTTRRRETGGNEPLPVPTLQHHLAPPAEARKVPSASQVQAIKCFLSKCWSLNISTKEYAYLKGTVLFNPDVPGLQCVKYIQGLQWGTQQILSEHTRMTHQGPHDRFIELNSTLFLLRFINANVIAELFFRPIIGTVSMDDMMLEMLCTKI
ADAM17 inh: inhibits human ADAM17; AID 720648; recombinant ADAM17, EDANS/DABCYL FRET peptide cleavage; P78536; 370,000 tested, 0.83% active; inhibition, % at 6.95 µM;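 active means inhibition above the mean of compounds lying between control limits plus 3 SD, set per campaign, cut at about 8.5% in these data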;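 further: 0% = DMSO-only wells as the low control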
GAA850 FXN act: activators of GAA850 frataxin (FXN) promoter | HEK293 lucGAA850 FXN promoter luciferase reporter, 24 h; percent of 10 µM SAHA response | activation, % at 6 µM | 360,000 tested, 0.56% active | AID 540364;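 active means activation above the average of all compounds screened plus 3 SD, cutoff fixed separately per campaign, cut at about 7.5% in these data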;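 further: 0% = DMSO wells and 100% = 10 µM SAHA wells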
DAX1 inh-2: DAX1 (NR0B1) inhibition, primary screen | HEK293T StAR-luciferase reporter, SF-1/DAX-1 repression relief | inhibition, % at 6.8 µM | 370,000 tested, 1.1% active | AID 652010;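 active means inhibition above the mean over all tested compounds plus 3 SD, cut at about 3.6% in these data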;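 further: 0% = DAX-1 cells with DMSO and 100% = cells lacking DAX-1 with DMSO; higher inhibition means more luminescence from relief of DAX-1 repression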
PLCb3 inh: blocks human PLC-beta3 enzyme activity; inhibition, % at 12.2 µM; 370,000 tested, 0.18% active; Q01970; Purified PLC-beta3, fluorogenic substrate, fluorescence; in the data active means inhibition above about 11%;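 further: 0% = median of compound wells on plate and 100% = full blocker control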
PLCg1 inh: blocks human PLC-gamma1 enzyme activity | inhibition, % at 12.2 µM | P19174 | 370,000 tested, 0.84% active | purified PLC-gamma1, fluorogenic substrate, fluorescence; in the data active means inhibition above about 9.5%
ADAM10 inh: inhibits human ADAM10. recombinant ADAM10, EDANS/DABCYL FRET peptide cleavage, 3 h. inhibition, % at 7 µM. 370,000 tested, 0.62% active. AID 720582;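 active means inhibition above a per-campaign cutoff equal to the mean of compounds falling between control-based bounds plus 3 SD, cut at about 20% in these data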;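 further: 0% = DMSO wells while the 100% control is not disclosed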
Target sequence (O14672 214-748 limits assumed): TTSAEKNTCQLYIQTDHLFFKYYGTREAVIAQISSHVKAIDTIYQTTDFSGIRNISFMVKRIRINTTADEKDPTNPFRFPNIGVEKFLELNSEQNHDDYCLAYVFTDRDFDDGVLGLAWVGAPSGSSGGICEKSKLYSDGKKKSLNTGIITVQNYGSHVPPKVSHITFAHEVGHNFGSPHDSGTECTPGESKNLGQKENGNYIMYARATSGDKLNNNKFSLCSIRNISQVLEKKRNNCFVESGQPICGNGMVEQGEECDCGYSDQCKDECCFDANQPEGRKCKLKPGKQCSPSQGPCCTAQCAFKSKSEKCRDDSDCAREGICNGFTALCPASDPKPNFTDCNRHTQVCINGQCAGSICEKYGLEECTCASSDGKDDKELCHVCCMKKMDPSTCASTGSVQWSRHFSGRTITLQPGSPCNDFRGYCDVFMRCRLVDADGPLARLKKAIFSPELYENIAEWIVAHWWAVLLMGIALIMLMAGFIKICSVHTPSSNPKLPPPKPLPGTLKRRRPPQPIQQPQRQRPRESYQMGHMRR
Active calls of the source: *; i = inactive; . = no result given. No enrichment for hits (roughly 6.9% active in at least one column).

SMILES | HGIII-sPLA2 inh | hcDAF-12 act | ssDAF12 agonist | hgDAF-12 ag | DAX1 inh-1 | ADAM17 inh | GAA850 FXN act | DAX1 inh-2 | PLCb3 inh | PLCg1 inh | ADAM10 inh
CC(=O)Nc1ccc(C(=O)Nc2ccc3c(c2)OCCO3)cc1 | -4 | -0.7 | -1.4 | -0.1 | -1.1 | -2 | -2.0 | 0.0 | -3 | 2 | -3
CN(C)c1ccc(C(=O)Nc2cccc(S(=O)(=O)N3CCCC3)c2)cc1 | 3 | 0.7 | -0.8 | 3.0 | -0.5 | -2 | -0.7 | 0.8 | -8 | -10 | -13
COCCN(Cc1ccccc1)C(=O)c1ccc2c(c1)NC(=O)CS2 | -5 | 0.6 | -0.2 | 2.5 | 0.7 | 2 | -0.5 | 2.8 | 0 | 5 | 2
O=C(CSc1nc(-c2ccccc2)nc2c1Cc1ccccc1O2)Nc1ccc(C(=O)O)cc1 | 0 | 4.3 | -1.0 | -0.6 | -0.2 | -3 | 0.9 | 1.8 | -6 | 3 | -7
Cc1sc2nc(CN3CCOCC3)nc(N3CCN(S(=O)(=O)c4ccccc4)CC3)c2c1C | -5 | -0.8 | -1.6 | -0.2 | -0.4 | -7 | 0.0 | -2.2 | -12 | -6 | -8
CCOC(=O)c1cccc(NC(=O)CCc2nc(-c3ccc(C)cc3)no2)c1 | -3 | 0.0 | -0.7 | 0.7 | 0.5 | -1 | -1.4 | 1.1 | 1 | 1 | 0
C/C(=N\NC(=O)Cc1c[nH]c2ccccc12)c1ccc2ccccc2c1 | -39 | 1.0 | 0.0 | 2.0 | -0.7 | -3 | 0.7 | -0.2 | -8 | -1 | -4
CC(C)C1C(=O)N(Cc2cn(CCC3OCCO3)nn2)CCS(=O)(=O)N1Cc1ccc(-c2ccc(Cl)cc2)cc1 (stereo not given) | -19 | -2.2 | -1.2 | 2.8 | -2.0 | 3 | -1.5 | 0.6 | 0 | 0 | 10
NS(=O)(=O)c1cnccc1Nc1cccc(Br)c1 | -4 | -0.8 | -1.8 | 0.7 | 0.2 | -2 | 1.6 | 0.4 | -6 | -2 | -1
Cc1ccc(S(=O)(=O)N2[C@@H](c3ccccc3F)C(C(=O)O)=CC[C@H]2c2ccc(C(C)C)cc2)cc1 | -49 | 0.1 | -0.8 | 0.9 | 1.2 | 2 | 1.3 | -0.5 | -4 | -3 | 3
CCOC(=O)C1=CNS(=O)(=O)NC1c1ccc(Br)cc1F (stereo not given) | -7 | -0.1 | -0.9 | 0.0 | 1.2 | -19 | -1.1 | 0.6 | -41 | -27 | -74
CC(C)CNC(CC(=O)O)c1ccccc1 (stereo not given) | -1 | -1.6 | -1.4 | -1.5 | 1.1 | -3 | -2.1 | -0.3 | -3 | 0 | -6
Cc1cc(C)n(-c2ccc(C(=O)OCC(=O)Nc3ccc(Cl)c(S(=O)(=O)N(C)C)c3)cc2)n1 | -29 | 0.8 | -0.8 | -1.5 | -0.9 | 4 | 0.5 | 0.4 | -1 | 2 | 8
O[C@@H]1Cc2ccccc2O[C@H]1c1ccccc1 | 2 | -1.4 | -1.5 | -0.9 | -1.3 | -1 | 0.9 | 0.0 | -1 | 8 | 8
Cc1ccc(Cn2cc(CN(C)S(=O)(=O)c3ccccc3Br)nn2)cc1 | -3 | -2.8 | -1.4 | 0.5 | . | -1 | . | 0.3 | 1 | 1 | 2
Oc1ccc(-c2nc3ccccn3c2NCc2ccco2)cc1 | -4 | -0.4 | -0.5 | 5.9 | 4.3* | -251 | 2.2 | -0.4 | i | i | i
CCc1nn2cc(-c3ccccc3)nc2s1 | 4 | 4.0 | -0.6 | -0.2 | -3.8 | -6 | -4.3 | 0.8 | 5 | 0 | 5
Cc1nn(C)cc1CN1CCC(n2nccc2NC(=O)CCCc2ccccc2)CC1 | 10 | 0.0 | -1.1 | 3.1 | -0.1 | 2 | 1.2 | -1.6 | -4 | 0 | -9
CCNC(=S)N1CCn2cccc2C1c1ccc(F)cc1 (stereo not given) | -10 | -1.9 | -1.3 | -4.3 | -0.2 | -5 | -0.3 | 0.1 | -21 | -8 | -4
Cc1c(C(=O)Nc2c(N)nc(SCC(=O)NCC3CCCO3)[nH]c2=O)cccc1[N+](=O)[O-] (stereo not given) | 2 | -0.6 | -1.2 | -0.6 | 0.1 | -4 | 0.8 | -0.8 | -4 | 3 | 0
Cc1ccsc1CN(C)C(=O)c1cc(S(=O)(=O)N2CCOCC2)ccc1N1CCCC1 | 10 | -1.7 | -0.5 | 1.4 | -0.3 | 2 | 1.9 | -1.9 | -10 | 3 | -14
CNc1nc(-c2cccc(C(=O)N(C)C)c2)cn2ccnc12 | -1 | -0.2 | -1.1 | 2.4 | . | 0 | 1.4 | -0.7 | 1 | 1 | -4
Cc1cccc(NC(=O)CCN2CC(C)OC(C)C2)c1 (stereo not given) | 2 | 1.9 | -1.6 | 3.6 | -0.3 | -1 | 2.3 | 0.2 | 4 | 1 | 0
FC(F)C(F)(F)c1cc(-c2ccc(Cl)cc2)n[nH]1 | -8 | 2.2 | -1.2 | 2.6 | . | 1 | -1.0 | -0.2 | -12 | -3 | 5
CC1=[N+](C)N(c2ccccc2)C(=O)C1N=Cc1ccccc1Cl (stereo not given) | 0 | 2.4 | -1.1 | 0.7 | 0.2 | -3 | 1.2 | 0.5 | -1 | 2 | 8
Later entries:
SMILES | HGIII-sPLA2 inh | hcDAF-12 act | ssDAF12 agonist | hgDAF-12 ag | DAX1 inh-1 | ADAM17 inh | GAA850 FXN act | DAX1 inh-2 | PLCb3 inh | PLCg1 inh | ADAM10 inh
CCC1=C2CC[C@H]3C(=O)NC(=O)[C@H]3[C@H]2[C@@]2(Cc3ccccc3)C(=NCC(=O)OC)OC(=O)N2C1=O | 0 | -1.7 | -1.5 | 1.3 | 0.5 | -4 | -0.9 | -0.3 | -5 | -4 | -2
CN1CCN(NC(=O)c2cccc(Br)c2)CC1 | 21* | -1.7 | 0.2 | -2.1 | -0.7 | -5 | -0.8 | -0.7 | -3 | 6 | -8
CC1CN(Cc2cc(=O)[nH]c(C3CC3)n2)CC(C)O1 (stereo not given) | 6 | -1.1 | -1.6 | -0.5 | 0.9 | 2 | -0.6 | 0.3 | 0 | 0 | 6
O=C(Nc1ccccc1Cl)O[C@@H]1CC[C@@]23CCCN2C(=O)CCC[C@H]3C1 | -1 | -1.0 | -2.2 | -1.7 | . | -1 | . | . | 1 | 4 | 4
CCCNS(=O)(=O)c1ccc(OC)c(Cl)c1Cl | 5 | -1.7 | -1.8 | -1.8 | -0.6 | -2 | 0.5 | -0.1 | 0 | -1 | -9
Cc1ccc(C(=O)N2CCN(c3ccccc3F)CC2)cc1NC1=NC2CS(=O)(=O)CC2S1 (stereo not given) | 4 | -1.7 | -1.3 | -0.5 | 0.6 | -3 | -1.7 | 0.2 | -9 | 0 | -3
Cc1ccc(-c2nc(CSc3nc4ccccc4c(=O)n3C)cs2)cc1 | 8 | 0.0 | -1.4 | -1.0 | -0.4 | 2 | 1.7 | 0.6 | 3 | 6 | 5
C/C(=N/OC(=O)C1CC1c1ccccc1)c1ccccc1 (stereo not given) | -9 | -1.1 | -1.7 | 1.9 | 1.8 | -2 | -1.7 | -0.6 | -7 | 0 | 0
COc1ccc(NC(=O)CCS(=O)(=O)c2ccc(OC)cc2)cc1 | 0 | -1.3 | -1.2 | -1.0 | 1.8 | -1 | -1.2 | -0.4 | 3 | 0 | -1
CN1CCc2cccc3c2C1Cc1ccc(O)c(O)c1-3 (stereo not given) | -5 | 0.0 | -1.5 | -1.5 | -0.8 | -7 | 0.1 | -0.5 | -17 | -9 | -19
CC1CCCC(NC(=O)Cn2cc([N+](=O)[O-])ccc2=O)C1C (stereo not given) | 8 | -1.7 | -1.7 | -1.5 | 0.5 | 0 | 1.1 | 0.4 | -5 | 1 | -11
Nc1nonc1-n1nnc(C(=O)N/N=C/c2ccc(Cl)cc2Cl)c1CN1CCCC1 | 2 | -1.0 | -1.2 | 1.4 | -0.2 | 0 | 6.1 | 0.1 | -4 | 0 | 6
CSCCC(=O)N1CCCC(N(C)CCc2ccccc2)C1 (stereo not given) | 6 | -0.3 | -1.0 | 0.1 | -0.7 | -3 | 0.7 | -0.9 | -5 | 1 | 1
CCOC(=O)c1ccc(Nc2cc(C)nc(-c3ccccc3O)n2)cc1 | 8 | -2.6 | -1.1 | 0.8 | 0.5 | -2 | 1.1 | 0.3 | -45 | -38 | 7
COC(=O)c1cccc(NC(=O)CCCN2C(=O)NC3(CCCC3)C2=O)c1 | 1 | 0.8 | -0.7 | -0.2 | 0.0 | 1 | 0.3 | 1.8 | -4 | 1 | 3
CCC1=C(OC(=O)N(CC)CC)N2C(=O)OC(=NCC(=O)OC)[C@]2(Cc2ccccc2)[C@H]2C1=CC[C@H]1C(=O)N(CC(=O)OC)C(=O)[C@H]12 | -2 | -0.4 | -0.9 | 1.7 | 0.3 | 1 | -0.8 | 0.3 | -1 | 3 | -2
COCC(=O)N1CCC(Oc2ccc(C(=O)N3CCCCCCC3)cc2)CC1 | -3 | -1.3 | -1.5 | -0.4 | -0.5 | -4 | -0.6 | 2.5 | -9 | 0 | 4
COc1ccc(Cn2c(NC(=O)c3ccccc3)nc(Cc3ccccc3)c2-c2ccccc2)cc1 | 12 | -2.0 | -0.3 | -1.6 | . | -2 | . | 0.5 | -18 | -11 | -15
COC(=O)c1ccccc1NC(=O)N1CCN(Cc2ccco2)CC1 | 0 | 0.8 | -1.2 | 0.8 | 0.1 | -5 | 3.3 | 0.4 | -3 | 0 | -12
CCCCN1C(=N)N([C@@H](CCC)CN2CCC[C@H]2CN2C(N)=NC[C@@H]2Cc2ccccc2)C[C@H]1[C@H](C)CC | 1 | -1.6 | -1.3 | -1.5 | -0.2 | -4 | 3.3 | 0.1 | -1 | 1 | -1
CC(=O)Nc1ccc(NC(=O)Cn2c(-c3ccc(F)cc3)cnc2SCC(=O)Nc2c(C)cccc2C)cc1 | -3 | -0.3 | -0.9 | -0.8 | 0.2 | -3 | 1.5 | -0.4 | 2 | 0 | 0
CN(C(=O)c1ccc(NC(=O)Cc2ccc(NC(=O)C3CCN(C(=O)C4CCCC4)CC3)cc2)cc1)C1CC1 | -6 | -0.1 | -1.2 | 0.2 | -0.3 | -2 | -0.7 | -0.4 | 1 | 0 | -6
CCOc1ccc(N2C(=O)C3C4C=CC([C@H]5CC45)[C@@H]3C2=O)cc1 (stereo not given in full) | 3 | -0.7 | -1.1 | -1.4 | -0.8 | 0 | 0.5 | 0.3 | 0 | 6 | 7
CN(C(=O)c1cn(C)c2ccccc12)c1ccc(Oc2cccnc2)cc1 | -1 | -4.5 | -2.1 | -0.7 | . | -4 | . | -3.0 | -2 | 0 | -10
